CXXC DNA block: qHTS Fluorescence Polarization Assay for Inhibitors of MLL CXXC domain - DNA interaction. MLL-CXXC / FITC-HOXA9 DNA fluorescence polarization. Potency, µM (doses to about 115 µM), inactives show top-dose activity change, negative = inhibition, hits mostly inhibitors. 290,000 tested, 0.037% active. AID 2662, 2010; active means well fitted inhibition curve with a large enough effect in the polarisation, with a control signal flat, not every such curve was filed as active; inconclusive means small, poorly fitted or top-dose-only effect, or effect the other way, or a change in a side signal; inactive means no such curve, though single readings can be large or run the other way; the % refers to the polarisation
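Steps: dispense CXXC domain solution (7 uM) → pin compounds or unlabeled HOX-A9 DNA control → 5 min ambient → add FLSN-HOX-A9 solution (50 nM) → spin → 30 min ambient → fluorescence polarization. Tris pH 7.5/NaCl/DTT/BSA buffer.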
Gal4-VP16 FLuc: VP16 counterscreen qHTS for inhibitors of ROR gamma transcriptional activity; Drosophila S2 Gal4-VP16 UAS-luciferase, luminescence, 20 h; Potency, µM (titrated, usually from 53.6 µM), without a hit: at the highest dose activity, negative = inhibition, usual class: inhibitors; 310,000 tested, 3.5% active; AID 2546, 2010;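 further: Gal4-VP16 expression switched on by copper sulfate through the metallothionein promoter; on the % scale 0 is the no-effect control and ±100 the full control effect; nearly all actives have a fitted effect of over 50% in size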
FLuc counter: qHTS profiling assay for firefly luciferase inhibitor/activator using purifed enzyme and Km concentrations of substrates (counterscreen for miR-21 project) | Luciferin 4-monooxygenase (Photinus pyralis), P08659 | purified FLuc, Km substrates, luminescence inhibition | Potency, µM (series often up to 57.5 µM), without a hit: at the highest dose activity change, negative = inhibition, actives largely listed as inhibitors | 360,000 tested, 6.9% active;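 further: plate controls were vehicle for no effect and reference inhibitor for full effect; nearly all actives have a fitted effect of over 55% in size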
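Purified P. pyralis luciferase (10nM final) with 10uM D-luciferin and 10uM ATP (Km levels) in 50mM Tris acetate pH 7.5, 10mM Mg acetate, 0.01% Tween-20, 0.05% BSA; qHTS 6-point titration, ~60 µM downward; luminescence read.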
p53 reactivation: qHTS assay for re-activators of p53 using a Luc reporter | Potency, µM (highest dose often 92.2 µM), without a hit: at the highest dose activity change, positive = activation, most hits filed as activators | AID 504706, 2011 | 320,000 tested, 0.063% active | H1299 p53-A138V BP100-luciferase reporter, luminescence, 24 h; further: % of control where 0% means no effect; nearly all actives have a fitted effect of over 45% in size
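p53-null H1299 cells stably carrying temperature-sensitive p53-A138V and a BP100-luciferase reporter were pinned with compounds (4-point, 1:5 series) and held 24 hrs at 37 deg C. Luminescence was read 10 min after detection reagent.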
uPA surface inh: qHTS for Inhibitors of Cell Surface uPA Generation | 330,000 tested, 0.31% active | Potency, µM (titrated, usually from 38.3 µM), for the others: top-dose activity change, negative = inhibition, hits mostly inhibitors | cell surface uPA generation assay, qHTS; active means well fitted inhibition curve with a large enough effect; inconclusive means small, poorly fitted or top-dose-only effect; inactive means no such curve, though single readings can be large or run the other way; tested in mouse RAW 264.7 cells; further: on the % scale 0 is the no-effect control and ±100 the full control effect; nearly all actives have a fitted effect of over 55% in size
BRCA1 expr up: qHTS Assay to Identify Small Molecule Activators of BRCA1 Expression; MCF7-BRCA1-FFLuc reporter, luminescence, 48 h; response scale: scaled: vehicle 0%, 10 µM genistein 100%; Potency, µM (top dose mostly 46.1 µM), inactives show at the top dose activation, hits mostly activators; 380,000 tested, 1.1% active; AID 624202, 2012; further: nearly all actives have a fitted effect of over 80% in size; some results filed as inactive show a strong effect at the top dose
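Using MCF7 cells harboring a BRCA1 firefly luciferase reporter, plated 2 h before compound pinning, the screen measured luminescence after 48 h incubation. Responses were normalized to DMSO and 10 microM genistein, then fitted for concentration-effect.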
Rab9 promoter act: qHTS Assay for Rab9 Promoter Activators | Huh7 Rab9 promoter-luciferase reporter, luminescence, 24 h | Potency, µM (series often up to 9.22 µM), for the others: at the highest dose activation, negative = inhibition, actives largely listed as activators | 320,000 tested, 2.8% active | AID 485297, 2010; further: % of control where 0% means no effect; nearly all actives have a fitted effect of over 60% in size
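Luminescence read-out: Huh7 cells stably expressing Rab9-luciferase, treated 24 h with compound at 37 °C, then lysed with luciferase reagent for 10 min at ambient before reading.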
NPC1 prom act: qHTS Assay for NPC1 Promoter Activators; 320,000 tested, 2.4% active; Potency, µM (highest dose often 9.22 µM), for the others: top-dose activation, hits mostly activators; Huh7 NPC1 promoter luciferase reporter, 24 h;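 further: % of control where 0% means no effect; nearly all actives have a fitted effect of over 60% in size; reporter is driven by a mutant NPC1 promoter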
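Luciferase expression driven by the NPC1 promoter was measured in stably transfected Huh7 cells after a 24 h compound incubation, using a luciferase reagent and a luminescence read.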
MBNL1 CUG block: qHTS Assay for Inhibitors of MBNL1-poly(CUG) RNA binding; Potency, µM (titrated, usually from 57.5 µM), for inactives: at the highest dose activity change, negative = inhibition, actives largely listed as inhibitors; Muscleblind-like protein 1 (Homo sapiens), Q9NR56; TR-FRET MBNL1-His/biotin-(CUG)12 binding, 665/545 ratio; 280,000 tested, 0.036% active; AID 2675, 2010; active means well fitted inhibition curve with a large enough effect in the signal ratio, with a control signal flat, not every such curve was filed as active; inconclusive means small, poorly fitted or top-dose-only effect, or effect the other way, or a change in a side signal; inactive means no such curve, though single readings can be large or run the other way; the % refers to the signal ratio; further: on the % scale 0 is the no-effect control and ±100 the full control effect
Target sequence (Q9NR56 whole entry, looked up): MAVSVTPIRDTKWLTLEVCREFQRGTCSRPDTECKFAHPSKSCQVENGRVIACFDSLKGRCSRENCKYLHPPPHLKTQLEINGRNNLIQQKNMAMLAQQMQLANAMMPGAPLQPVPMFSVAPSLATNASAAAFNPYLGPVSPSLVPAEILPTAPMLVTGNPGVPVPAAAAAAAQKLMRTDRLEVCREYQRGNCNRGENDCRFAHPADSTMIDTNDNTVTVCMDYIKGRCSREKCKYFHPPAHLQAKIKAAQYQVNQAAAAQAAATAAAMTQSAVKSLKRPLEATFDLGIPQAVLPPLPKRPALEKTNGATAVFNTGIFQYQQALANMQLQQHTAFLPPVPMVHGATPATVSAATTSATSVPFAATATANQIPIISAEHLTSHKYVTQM
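Compounds (final 92 nM to 58 uM) are added to His-tagged MBNL1 and biotin-(CUG)12, then terbium anti-His antibody and streptavidin-XL665 (5 nM final). After 60 min at room temperature, the 665/545 nm ratio is read.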
RORgamma inh: qHTS for inhibitors of ROR gamma transcriptional activity; Nuclear receptor ROR-gamma (Mus musculus), P51450; Potency, µM (highest dose often 53.6 µM), for the others: top-dose activity change, negative = inhibition, most hits filed as inhibitors; 310,000 tested, 5.4% active; AID 2551, 2010; Drosophila S2 Gal4-RORgamma UAS-luciferase reporter, 20 h; further: on the % scale 0 is the no-effect control and ±100 the full control effect; nearly all actives have a fitted effect of over 60% in size
Target sequence (P51450 whole entry, looked up, the tested form may be a part): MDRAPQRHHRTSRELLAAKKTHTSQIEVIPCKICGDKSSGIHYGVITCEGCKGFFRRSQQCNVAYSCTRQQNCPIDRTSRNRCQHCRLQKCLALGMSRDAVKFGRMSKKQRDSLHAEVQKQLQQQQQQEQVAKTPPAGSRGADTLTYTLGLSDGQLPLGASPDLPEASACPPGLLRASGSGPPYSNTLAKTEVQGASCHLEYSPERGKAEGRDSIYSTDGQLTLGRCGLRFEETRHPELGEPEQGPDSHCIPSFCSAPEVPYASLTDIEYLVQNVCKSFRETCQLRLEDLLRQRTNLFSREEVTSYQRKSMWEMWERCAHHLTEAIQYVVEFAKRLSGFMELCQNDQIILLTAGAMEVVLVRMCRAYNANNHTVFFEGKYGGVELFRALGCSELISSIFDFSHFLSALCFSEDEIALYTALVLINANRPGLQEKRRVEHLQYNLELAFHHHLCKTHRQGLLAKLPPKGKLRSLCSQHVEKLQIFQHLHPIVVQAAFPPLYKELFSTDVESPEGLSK
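Stable Schneider cell line, Gal4 DNA-binding domain fused to ROR gamma, UAS-luciferase. Cmpd 1 hr RT → CuSO4 700 uM final → 20 hr RT → luciferase reagent 10 min → luminescence.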
ELG1 genotoxic: qHTS screen for small molecules that induce genotoxicity in human embryonic kidney (HEK293T) cells expressing luciferase-tagged ELG1 | HEK293T ELG1-luciferase reporter, luminescence, 16 h | Potency, µM (series often up to 46 µM), for inactives: at the top dose activity change, positive = activation, actives largely listed as activators | 330,000 tested, 1.3% active | AID 504466, 2011; further: % of control where 0% means no effect; nearly all actives have a fitted effect of over 60% in size
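Reporter readout depends on ELG1 protein level, which increases with genetic stress. After 16 hr compound exposure at 37 °C, luciferase activity was quantified using ONE-Glo.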
Numbers without * were called inactive; ? = inconclusive; nt = no result given; & = joins results of further samples; [ ] = dose if it differs, or a comment. Unless noted, the call rests on the fitted dose curve; in most records, active means well fitted curve in the direction sought with a large enough effect; inconclusive means small, poorly fitted or top-dose-only effect, or another doubt; inactive means no such curve, though single readings can be large; an effect the other way counts as inactive or inconclusive. Potency means the concentration at half of the fitted maximal effect. These rows are one share of the data; the hit share may differ from the screen's.

no.	mol	CXXC DNA block	Gal4-VP16 FLuc	FLuc counter	p53 reactivation	uPA surface inh	BRCA1 expr up	Rab9 promoter act	NPC1 prom act	MBNL1 CUG block	RORgamma inh	ELG1 genotoxic
1	O=C(NC12CC3CC(CC(C3)C1)C2)N1CCCC(CO)C1 (configuration not stated)	-5%	-5%[0.365 µM]	-10%	8%	1%	7%	-2%	-2%	-7%	-7%	3%
2	O=C(Nc1ccc(OCc2ccccc2)cc1)Nc1cccnc1	14%	0%	?	3%	3%	0%	-4%	4%	-10%	12%	5%
3	CCN(CC(=O)NCc1ccc(Cl)cc1)C(=O)CSc1cccc(C(F)(F)F)c1	nt	nt	-1%	-10%	9%	-48%	2%	-2%	nt	nt	-2%
4	Cc1ccc(Nc2n[nH]c(C)c2[N+](=O)[O-])c(C)c1	1%	9%	?	24%	-3%	53%	0%	16%	?	?	5%
5	O=C(CNc1ccc(Cl)cc1)NNC(=S)NCc1ccccc1	-3%	?	3%	3%	8%	-28%	-5%	-2%	-1%	10µM*	-3%
6	COC(=O)c1ccc2c(c1)C(C)(C)C(/C=C/c1ccccc1O)=[N+]2C	20%	-6%	15µM*	-8%	nt	-96%	-45%[inhibitor]	-42%[inhibitor]	?	41%	?
7	CCSC1=NCCN1C(=O)C(C)(C)Oc1ccc(Cl)cc1	-5%	-11%	3%	2%	-7%	5%	-3%	-1%	nt	7%	-6%
8	COc1ccc(CNC(=O)C[C@H]2C(=O)N(Cc3ccc(OC)cc3)C[C@@H]2Cc2ccccc2)cc1	-2%	-5%	4%	4%	7%	0%	0%	-5%	-6%	?	-3%
9	CCCn1nc(Oc2nc(SC)nc(N(C)C)n2)ccc1=O	14%	8%	0%	-11%	-4%	-28%	2%	-1%	1%	-27%	0%
10	Cc1ccc2nc(NC3=NCN(Cc4ccccc4)CN3)nc(C)c2c1	-5%	-14%	3%	6%	nt	nt	2%	-4%	-5%	-12%	-1%
11	Cc1ccc(NS(=O)(=O)c2cccc(C(=O)N3CCN(c4ncccn4)CC3)c2)cc1	nt	nt	nt	-5%	-4%	-25%	-4%	-3%	nt	nt	-3%
12	Cn1c(=O)[nH]c(=O)c2c1nc(Br)n2CC(O)COCc1ccccc1 (configuration not stated)	-7%	-8%	2%	0%	9%	-7%	3%	0%	0%	29%	-17%
13	CC(C)(C)SCCNS(=O)(=O)c1ccc2ccccc2c1	4%	4%	5%	4%	nt	1%	-1%	-3%	1%	-2%	-7%
14	CCC(CC)c1nnc(NC(=O)c2cc([N+](=O)[O-])ccc2N2CCCCC2)s1	1%	0%	-2%	-1%	2%	-26%	-2%	-6%	1%	-36%	-2%
15	CCCCn1c(N)c(N(CCOC)C(=O)c2cc(-c3ccc(OC)cc3)nc3ccccc23)c(=O)[nH]c1=O	nt	nt	?	0%	?	-22%	-2%	6%	nt	nt	16%
16	C=CCN(CC=C)Cc1c(C)[nH]c2ccc(C(=O)OCC)cc2c1=O	8%	-7%	6%	-11%	0%	10%	-22%	-3%	-5%	-19%	0%
17	Clc1cccc(Cl)c1CNc1ccc(N2CCCC2)cc1	16%	-5%	?	-4%	-3%	-47%	19%	17%	9%	-10%	?
18	CCOC(=O)N1CCN(CC(=O)Nc2ccc(Oc3ccccc3)cc2)CC1	26%	5%	2%	-10%	-7%	-20%	-1%	1%	3%	3%	-10%
19	O=C(c1ccccc1)N1CCN(S(=O)(=O)c2cccs2)CC1	-3%	0%	7%	8%	-4%	2%	-4%	-5%	-4%	5%	3%
20	CSc1ccccc1NC(=O)C1CC(c2ccccc2O)=NO1 (configuration not stated)	-1%	?	?	23%	-1%	-3%	-1%	8%	5%	?	?
21	Cc1cc(C(=O)N2CCN(c3ccccc3)CC2)c(C)o1	3%	3%	1%	10%	nt	43%	0%	-1%	2%	22%	3%
22	O=C(Nc1ccccc1)c1cc2c(=O)c3ccccc3oc2nc1C(F)(F)F	-1%	-17%	3%	-5%	2%	12%	-2%	-4%	23%	-12%	-3%
23	COC(=O)C1=C(C)NC(C)=C(C(=O)OC(C)C)C1c1cccc2nonc12 (configuration not stated)	4%	24%&-6%	6%	nt	7%	-5%	0%	1%	8%	-8%&5%	nt
24	O=C(CSc1nnc2ccc(-c3ccccn3)nn12)NCC1CCCO1 (configuration not stated)	6%	-14%	7%	0%	0%	5%	-5%	2%	13%	-6%	-3%
25	CCCCc1nnc(NC(=O)CN2C(=O)NC3(CCCCC3)C2=O)s1	?	1%	1%	-3%	11%	-3%	6%	-5%	-3%	6%	0%
26	CCOC(=O)CCCNC(=O)COC(=O)c1cccc(F)c1	-13%	4%	3%	0%	-2%	12%	0%	-31%[inhibitor]	nt	11%	2%
27	O=P1(O)C=C(c2ccccc2)NC(c2ccccc2)=C1	3%	0%	1%	0%	4%	0%	-1%	1%	3%	-20%	2%
28	COc1ccc2[nH]c(=O)c(CNc3cc(C)ccc3C)cc2c1	-8%	14%	-5%	4%	3%	-3%	-13%	-4%	?	38%	-9%
29	O=C(O)CNCC1COc2ccccc2O1 (configuration not stated)	1%	-6%	3%	4%	0%	-1%	-8%	3%	1%	-7%	0%
30	CC(C)(C)c1ccc(/C=N/n2cnnc2)cc1	1%	-1%	19µM*	-2%	2%	-2%	-8%	1%	2%	16%	8%
31	CCCc1cc(C(=O)N2CCC(n3nccc3NC(=O)c3ccc(OC)cc3)CC2)no1	-6%	-6%	-2%	9%	3%	13%	2%	-5%	0%	10%	6%
32	COc1ccc(S(=O)(=O)n2[nH]c(=O)c(CCO)c2C)c([N+](=O)[O-])c1	11%	7%	4%	4%	-2%	-17%	-3%	-2%	?	0%	1%
33	CCCn1c(SCC(=O)Nc2nnc(CC)s2)nc2c1c(=O)n(C)c(=O)n2C	26%	3%	1%	-5%	nt	nt	2%	-3%	1%	-18%	-1%
34	C/C(=N\NC(=O)CN1CCN(Cc2ccc(C)cc2)CC1)c1ccncc1	0%	-12%	-1%	-15%	2%	-2%	0%	1%	-8%	-35%	1%
35	O=C(Nc1ccccc1Cl)c1ccc(-n2cccn2)c([N+](=O)[O-])c1	-8%	-6%	-9%	4%	2%	31%	-1%	6%	?	11%	-5%
36	CS(=O)(=O)NCC(c1ccco1)N1CCN(c2ccc(F)cc2)CC1 (configuration not stated)	?	-3%	3%&0%	0%	3%	2%	0%	-2%	-11%	87%	1%
37	COc1ccc(N(CC(=O)Nc2cc(C)ccc2OC)S(=O)(=O)c2c(C)noc2C)cc1	19%	-2%	3%	-13%	-4%	-91%[inhibitor]	-6%	-15%	2%	-10%	1%
38	Cc1cccc(Cn2cnc3c(NS(C)(=O)=O)c(C)c(C)cc32)c1	-3%	17%	2%	-2%	-1%	-21%	-5%	-4%	-3%	-6%	-3%
39	CCN(C(=O)COC(=O)c1c(C)noc1C)C1CCS(=O)(=O)C1 (configuration not stated)	10%	-3%	-2%	-2%	5%	-33%	-4%	0%	0%	5%	8%
40	O=C(CCc1ccccc1)NNC(=O)c1cccc(F)c1	-1%	-12%	-7%	-3%	0%	16%	-2%	3%	nt	-5%	4%
41	Cc1ccccc1C(=O)Nc1ccc(-c2nc3ccc(C(=O)c4ccccc4)cc3[nH]2)cc1	23%	-12%	?	-7%	-9%	-46%	-3%	2%	58%[activator]	43%	-14%
42	Cc1c(CCOC(=O)c2cccc([N+](=O)[O-])c2)sc[n+]1CC(=O)c1ccccc1	-12%	8%	0%	4%	-4%	-3%	2%	-1%	?	9%	-1%
43	COc1ccc(Br)cc1CN1CCCC(C(=O)N2CCCCC2)C1 (configuration not stated)	19%	-1%	1%	-1%	-3%	-24%	-1%	-1%	0%	14%	-7%
44	O=C(Cn1nc([N+](=O)[O-])nc1Br)NC(c1ccccc1)c1ccccc1	-8%	?	5%	-3%	-4%	-3%	-4%	-2%	21%	?	1%
45	Cc1cccc(N(C)S(=O)(=O)c2ccc3[nH]cc(C(=O)N4CCOCC4)c(=O)c3c2)c1	-14%	0%	1%	12%	18%	10%	0%	-6%	10%	9%	1%

Bioassay records deposited in PubChem BioAssay by National Center for Advancing Translational Sciences (NCATS).
